# Bioassay records (PubChem)
# TAAR1 ag: human TAAR1 agonists, primary screen, Fluo-8 calcium fluorescence, CHO RD-HGA16 cells; vehicle wells 0%, saturating PEA agonist 100%; AID 624467, 2012; 360,000 tested, 0.99% active; activation, % at 3 µM; Trace amine-associated receptor 1 (Homo sapiens), Q96RJ0;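 active means activation above the mean activation of all test compounds in the run plus 3 SD, cut at about 38% in these data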
# Target sequence (Q96RJ0 whole entry, looked up): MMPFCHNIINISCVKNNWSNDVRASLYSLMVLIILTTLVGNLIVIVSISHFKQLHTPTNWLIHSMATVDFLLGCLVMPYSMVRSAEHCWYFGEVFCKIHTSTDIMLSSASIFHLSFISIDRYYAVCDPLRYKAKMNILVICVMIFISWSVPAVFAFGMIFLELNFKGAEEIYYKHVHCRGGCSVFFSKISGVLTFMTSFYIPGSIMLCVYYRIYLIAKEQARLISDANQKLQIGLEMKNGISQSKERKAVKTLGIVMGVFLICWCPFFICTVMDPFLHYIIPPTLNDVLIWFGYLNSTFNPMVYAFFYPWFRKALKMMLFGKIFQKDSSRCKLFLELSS
#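 Assay system – CHO-derived RD-HGA16 cells with stable Gα16 and human TAAR1 · Compound dosing – one-point dosing at 3 µM (nominal) · Incubation – 17-24 h seeding, 75 min 37 °C dye, 30 min RT · Measured by – kinetic Fluo-8 calcium fluorescence · Control set – DMSO vehicle as 0%, PEA at EC100 as 100% · Repeats – single well for each compound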
# OXTR potentiate: human OXTR potentiators, primary screen, fluorescence, CHO-OTR cells, Fluo-8 calcium; Fluo-8 calcium fluorescence, potentiator mode; 0% = oxytocin EC15, 100% = EC100; activation, % at 3 µM; 320,000 tested, 0.061% active;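 active means activation above that plate's cutoff, the mean activation of tested compounds plus 3 SD, cut at about 6.6% in these data, passing the limit was not always enough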;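 further: 100% uses oxytocin at 75 nM as the full agonist control; some results filed as inactive read as strong as hits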
#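 Replication – single well per compound, singlicate · Assay system – CHO cell line stably expressing human OTR · Timing – 6 min pre-incubation, 100 s read · Measure – normalized max/min fluorescence ratio, % activation · Doses – 3.0 µM, one dose · Detection – Fluo-8 calcium dye fluorescence · Probe or stimulus – oxytocin near EC15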
# CHRM1 PAM: human M1 muscarinic receptor positive allosteric modulators, primary screen, CHO-K1 cells, Fluo-8 calcium fluorescence, 1536-well. activation, % at 3 µM. 360,000 tested, 0.088% active. CHO-K1 hM1, ACh EC20; 0% = ACh EC20, 100% = maximal ACh; in the data active means activation above about 19%, passing the limit was not always enough
# CHRM1 antagonist: human M1 muscarinic receptor antagonists, primary screen, CHO-K1 cells, Fluo-8 calcium fluorescence, 1536-well | CHO-K1 hM1, ACh EC80 antagonist | Muscarinic acetylcholine receptor M1 (Homo sapiens), P11229 | AID 588852, 2011 | inhibition, % at 3 µM | 360,000 tested, 1.3% active;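 active means percent inhibition above its own plate's cutoff, namely the mean of that plate's compound wells plus 3 SD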;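 further: peak over basal fluorescence ratio during 140 s after agonist addition; 0% = ACh EC80 plus DMSO and 100% = DMSO alone without agonist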
# V1R ag counter: agonists of human V1a receptor, primary screen, counter-screen for OXTR agonist project, fluorescence, CHO-V1R cells; Fluo-8 calcium fluorescence, agonist mode; 0% DMSO, 100% 3 nM vasopressin; AID 2797, 2010; 320,000 tested, 0.25% active; Vasopressin V1a receptor (Homo sapiens), P37288; activation, % at 3 µM;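 active means activation above the mean activation of all tested compounds plus 3 SD, per screening run, cut at about 20% in these data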;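 further: signal is peak over basal fluorescence ratio across a 100 second FLIPR read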
# Target sequence (P37288 whole entry, looked up): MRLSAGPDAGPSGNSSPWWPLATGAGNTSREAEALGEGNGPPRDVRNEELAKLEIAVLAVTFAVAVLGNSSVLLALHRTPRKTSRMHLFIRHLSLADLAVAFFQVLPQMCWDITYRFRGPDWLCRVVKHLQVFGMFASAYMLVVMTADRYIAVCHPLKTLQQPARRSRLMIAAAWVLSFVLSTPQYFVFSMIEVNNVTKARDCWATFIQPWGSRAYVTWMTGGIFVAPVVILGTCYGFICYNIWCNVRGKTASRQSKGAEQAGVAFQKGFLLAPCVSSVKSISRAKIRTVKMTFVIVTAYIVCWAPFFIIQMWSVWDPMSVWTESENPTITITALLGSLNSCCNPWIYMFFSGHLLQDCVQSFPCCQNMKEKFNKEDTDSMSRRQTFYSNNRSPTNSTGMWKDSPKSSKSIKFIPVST
# CHRM1 agonist: human M1 muscarinic receptor agonists, primary screen, Fluo-8 calcium fluorescence, CHO-K1 cells, HTS; Muscarinic acetylcholine receptor M1 (Homo sapiens), P11229; CHO-K1 hM1, agonist mode; 0% DMSO, 100% acetylcholine EC100; activation, % at 3 µM; 360,000 tested, 0.33% active;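 active means activation above the run's mean compound activation plus 3 SD, cut at about 16% in these data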;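 further: peak over basal fluorescence ratio within a 140 s kinetic read after compound addition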
# TAAR1 antagonist: human TAAR1 antagonists, primary screen, Fluo-8 calcium fluorescence, CHO RD-HGA16 cells | 360,000 tested, 1.5% active | antagonist | inhibition, % at 3 µM | AID 624466, 2012 | Trace amine-associated receptor 1 (Homo sapiens), Q96RJ0;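 active means inhibition above a per-plate cutoff, the mean inhibition of test compounds on that plate plus 3 SD, cut at about 49% in these data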;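 further: 0% = DMSO plus EC80 beta-PEA response and 100% = DMSO alone without agonist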
#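 Test system – hTAAR1-expressing CHO RD-HGA16 cells, Gα16-coupled · Also added – β-PEA at EC80 concentration, post-compound challenge · Compound – 3 µM, single point · Incubation – dye loading 75 min at 37 °C, then 30 min room temperature · Measured by – Fluo-8 intracellular calcium dye fluorescence, real-time kinetic reads · Benchmarks – vehicle and agonist controls · Replicates – singlicate, one well per test compound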
# CHO parental Ca: ATP-evoked calcium signal inhibitors, parental CHO, primary screen, counter-screen for OX1R antagonist project, cell-based, fluorescence, Fluo-8 calcium dye. parental CHO-K1, ATP-induced calcium, Fluo-8 fluorescence. inhibition, % at 5.6 µM. 330,000 tested, 0.63% active. AID 463079, 2010;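 active means inhibition above that plate's mean sample inhibition plus 3 SD, cut at about 26% in these data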;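 further: 0% = ATP-challenged DMSO wells and 100% = DMSO wells without ATP; some compounds past the cut are filed as inactive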
#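 material = parental CHO cells | also added = ATP as calcium-mobilizing challenge | dosing = single point at 5.6 µM | detection = intracellular calcium via Fluo-8 no-wash fluorescent dye | read-out = % inhibition | benchmarks = low control ATP plus DMSO, high control DMSO only | repeats = one well per compound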
# OXTR ag: human OXTR agonists, primary screen, fluorescence, CHO-OTR cells, Fluo-8 calcium. Fluo-8 calcium fluorescence; normalized: DMSO 0%, oxytocin 100%. activation, % at 3 µM. 320,000 tested, 0.32% active. AID 2435, 2010;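 active means activation above the mean of all tested compounds plus 3 SD, cutoff set per screening run, cut at about 20% in these data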;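 further: peak over basal fluorescence ratio from a 100 s FLIPR kinetic read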
# Starred values were filed as active, the others as inactive; · = no result given.
SMILES,TAAR1 ag,OXTR potentiate,CHRM1 PAM,CHRM1 antagonist,V1R ag counter,CHRM1 agonist,TAAR1 antagonist,CHO parental Ca,OXTR ag
Cc1ccnc(NC(=O)CCC(=O)N(CC(=O)NC2CCCCC2)c2cccc(C)c2C)c1,5,-11,3,-21,0.9,-2,6,-10,-0.4
Cc1csc2ncc(C(=O)N3c4ccccc4CC3C)c(=O)n12 (stereo not drawn),2,1,20,-14,0.2,4,-59,-3,-0.6
Cc1cccc(OC(C)C(=O)N(Cc2cccs2)C2CCS(=O)(=O)C2)c1C (stereo not drawn),4,-10,7,2,-0.6,-3,-14,-12,-0.1
Cc1ccc(C(=O)NCCSc2c(C)[nH]c3ccccc23)cc1[N+](=O)[O-],5,-5,-15,14,4.0,-4,41,15,-0.2
Cc1ccc(/C=C2\SC(=S)N(CCCC(=O)Nc3cc(C)on3)C2=O)cc1,0,-2,10,-11,1.1,-1,-1,-3,0.0
Cc1ccc(S(=O)(=O)N2CCN(S(=O)(=O)c3c(C)n[nH]c3C)CC2)cc1C,9,2,6,-6,-0.4,-5,-26,-9,-0.1
Nn1c(SCC(=O)Nc2ccc(S(N)(=O)=O)cc2)nnc1C(F)(F)F,0,-4,9,-3,0.5,0,-10,-8,2.3
CC(C)c1ccc(O)c(NC(=S)NC(=O)c2cccnc2)c1,9,-10,9,-2,4.3,-2,30,-7,0.6
Cc1cc(C)n(C(=O)c2cccc([N+](=O)[O-])c2C)n1,2,1,4,-6,-0.1,-4,-25,-2,-0.9
Cc1ccc(S(=O)(=O)N2C[C@H]3C(=O)C[C@@H](c4ccccc4)N(S(=O)(=O)c4ccccc4C)[C@H]3C[C@H]2c2ccccc2)cc1,2,·,1,-3,·,1,-29,·,·
CCCCCCNC(=O)N[C@H](C(=O)NCCC[C@H]1CN2C(=NC[C@H]2C)N1CCC(c1ccccc1)c1ccccc1)C(C)O (stereo partly drawn),·,-11,·,·,-1.3,·,·,-23,-2.1
CC1CCCN(S(=O)(=O)c2ccc3c(c2)OCCO3)C1 (stereo not drawn),-1,·,-5,4,·,-7,-5,·,·
O=C1CCN(Cc2ccccc2)C(=O)N1c1ccccc1,7,-1,8,-9,-0.1,-2,-18,-19,4.5
Cc1cccc(/C=N\N=C\c2cccc(C)c2)c1,7,-7,15,-12,1.4,-1,-7,-18,-0.5
O=C(N/N=C/c1ccc(Cl)cc1Cl)c1n[nH]c2c1CCCC2,-1,-5,7,-18,0.4,-8,-24,5,-1.9
O=C(O)CNS(=O)(=O)c1cccc2nsnc12,0,-2,12,-5,1.1,-4,-1,2,-0.7
CN(C)c1ccc(/C=N/NC(=O)c2ccc(CN3CCOCC3)cc2)cc1Br,2,-9,10,-3,1.6,-7,4,-3,0.4
COc1cccc(-c2noc(CCC(=O)N3CCN(c4cc(C)ccc4C)CC3)n2)c1,3,·,-8,4,·,-2,36,-10,·
C[C@@H]1[C@H]2CCCC[C@H]2CN(C(=O)OC(C)(C)C)[C@@H]1c1cn(Cc2ccccc2)c2ccc(F)cc12,0,·,-5,1,·,-4,-9,-23,·
Cc1ccc(S(=O)(=O)n2oc(=O)c(C3CCCCC3)c2N)cc1,11,·,-5,4,·,0,-10,·,·
COc1ccc(-c2ccnc3nc(-n4cccc4)nn23)cc1,-3,-8,1,-3,-1.5,-7,20,-20,-1.6
COc1ccc(S(=O)(=O)N/N=C(/C)c2ccncc2)cc1OC,1,·,6,-8,·,0,-14,·,·
CC(=O)Nc1ccc(NC(=O)c2ccccc2S(=O)(=O)c2ccc([N+](=O)[O-])cc2)cc1,0,-2,6,-7,0.6,-9,0,-4,0.4
Cc1cccc(CC2CC(=O)N(CCc3ccc4c(c3)OCO4)C2=O)c1 (stereo not drawn),5,-7,9,-4,1.2,-7,-6,4,0.8
COc1ccc(NC(=O)COc2ccccc2)cc1NC(=O)c1ccco1,1,-2,14,-19,-0.7,0,-25,-15,-1.3
CC1(C)CC2(CC(c3cccs3)c3cc(Cl)c(O)cc3O2)NC(=S)N1 (stereo not drawn),12,0,4,-3,1.5,-1,-14,-7,1.6
O=C(N1CCOCC1)N(CCN1CCOCC1)Cc1cccc(Cl)c1,2,3,-5,7,0.2,-4,15,-13,0.4
CC(C)CC1C(=O)N(Cc2cn(Cc3ccco3)nn2)CCS(=O)(=O)N1Cc1ccc(-c2ccc(F)nc2)cc1 (stereo not drawn),9,·,-8,9,·,-4,37,·,·
CC(C)NC(=O)CC(=O)NN=C1CCCCC1,1,-3,12,-4,0.8,-7,2,-4,-0.2
COc1ccccc1C(=O)C1CCCN(C(=O)c2cnn(C(C)C)c2)C1 (stereo not drawn),3,-4,8,-2,1.0,-2,0,-10,0.2
NC(=O)CC(NC(=O)Cc1ccc(Br)cc1)c1ccc(NC2CCCCCC2)c([N+](=O)[O-])c1 (stereo not drawn),15,-5,8,-9,1.6,-3,-24,-3,0.4
CCOc1ccc(NC(=O)CCn2c(=S)oc3ccccc32)cc1,0,-18,8,-10,0.5,-5,-3,-11,-0.1
COc1ccc(N(C(=O)c2snc(C(N)=O)c2N)C(C(=O)NC2CCCCC2)c2ccc(C)o2)c(OC)c1 (stereo not drawn),-1,-12,-1,3,-0.3,-3,-14,-15,-0.9
COC(=O)c1ccc(NC(=S)N2CCCC2)cc1,3,-5,4,-6,0.4,-5,7,-3,0.3
CCCOc1ccccc1C(=O)NC(CO)C(=O)O (stereo not drawn),3,-9,11,-11,0.9,-1,-13,-8,2.5
O=C(NCCCO)c1cc2c(cn1)[nH]c1ccccc12,8,·,4,-8,·,-5,-3,·,·
CCOC(=O)Cc1csc(NS(=O)(=O)c2ccc([N+](=O)[O-])cc2)n1,5,-3,13,-13,-0.6,0,-20,2,0.4
CC1CN/C(=C\C(=O)c2ccccc2)C(=O)N1 (stereo not drawn),9,-11,7,-3,0.4,-5,-1,6,0.5
Cc1cccc(N(C(=O)CCC(=O)Nc2ccccn2)C(C(=O)NC(C)C)c2ccc(F)cc2)c1 (stereo not drawn),1,-5,16,-18,2.1,1,-14,-16,-0.6
O=C(CCSCc1ccc(Cl)cc1)NC1CCCC1,5,-1,4,-2,-1.3,-6,-19,-22,-2.7
Cn1cnnc1SCC(=O)Nc1ccccc1C(=O)NC1CC1,12,-5,-2,7,1.5,-2,-6,-6,1.1
CCOc1ccccc1NC(=O)c1c(Br)cnn1C,1,8,8,-7,-1.5,-6,-5,-17,-3.8
CC(C)(CN1CCCCC1)NS(=O)(=O)c1ccc(Cl)cc1,2,-6,4,-4,-0.7,-7,0,0,-0.3
COCCN(C(=O)c1cccc(OC)c1)c1nnc(-c2ccncc2)s1,14,-8,6,-5,1.7,3,-13,-5,0.7
Cc1ccccc1CC(=O)NCCN1CCOCC1,3,-17,13,-17,0.6,-3,-16,5,-0.8
CC(=O)C1=C(Nc2ccc(C)cc2)CC(C)(O)C(C(C)=O)C1c1ccco1 (stereo not drawn),0,1,1,-4,0.2,0,-21,2,-1.6
O=C(NCc1cccc(F)c1)Nc1nnc([C@H]2C[C@H](O)[C@@H](CO)O2)s1,2,·,9,-13,·,-2,4,·,·
O=C(O)c1ccccc1C(=O)N1N=C(c2ccccc2)CC1c1ccccc1O (stereo not drawn),-1,-1,9,-19,0.2,-5,-8,-18,-2.0

# A section from the list above:
SMILES,TAAR1 ag,OXTR potentiate,CHRM1 PAM,CHRM1 antagonist,V1R ag counter,CHRM1 agonist,TAAR1 antagonist,CHO parental Ca,OXTR ag
Cc1cccc(N(C(=O)CCC(=O)Nc2ccccn2)C(C(=O)NC(C)C)c2ccc(F)cc2)c1 (stereo not drawn),1,-5,16,-18,2.1,1,-14,-16,-0.6
O=C(CCSCc1ccc(Cl)cc1)NC1CCCC1,5,-1,4,-2,-1.3,-6,-19,-22,-2.7
Cn1cnnc1SCC(=O)Nc1ccccc1C(=O)NC1CC1,12,-5,-2,7,1.5,-2,-6,-6,1.1
CCOc1ccccc1NC(=O)c1c(Br)cnn1C,1,8,8,-7,-1.5,-6,-5,-17,-3.8
CC(C)(CN1CCCCC1)NS(=O)(=O)c1ccc(Cl)cc1,2,-6,4,-4,-0.7,-7,0,0,-0.3
COCCN(C(=O)c1cccc(OC)c1)c1nnc(-c2ccncc2)s1,14,-8,6,-5,1.7,3,-13,-5,0.7
Cc1ccccc1CC(=O)NCCN1CCOCC1,3,-17,13,-17,0.6,-3,-16,5,-0.8
CC(=O)C1=C(Nc2ccc(C)cc2)CC(C)(O)C(C(C)=O)C1c1ccco1 (stereo not drawn),0,1,1,-4,0.2,0,-21,2,-1.6
O=C(NCc1cccc(F)c1)Nc1nnc([C@H]2C[C@H](O)[C@@H](CO)O2)s1,2,·,9,-13,·,-2,4,·,·
O=C(O)c1ccccc1C(=O)N1N=C(c2ccccc2)CC1c1ccccc1O (stereo not drawn),-1,-1,9,-19,0.2,-5,-8,-18,-2.0

# Additional structures
SMILES,TAAR1 ag,OXTR potentiate,CHRM1 PAM,CHRM1 antagonist,V1R ag counter,CHRM1 agonist,TAAR1 antagonist,CHO parental Ca,OXTR ag
Nc1ccc(Oc2ncccn2)cc1,-3,0,6,-9,-0.2,-4,-17,-13,0.9
CCOC(=O)C1CCN(CCCSc2ccc(Cl)cc2)CC1,-2,-9,-19,28*,-0.1,-11,1,14,0.1
Cc1cc(C)c(COc2ccc(/C=N/n3c(C)n[nH]c3=S)cc2)c(C)c1,3,-11,-6,6,0.5,-3,14,-17,-1.8
COc1ccc(/C=N/NC(=O)c2cccnc2)cc1COc1ccc([N+](=O)[O-])cc1,9,-11,-3,-2,2.7,-2,30,-3,1.0
